human PMI inhibitors: human PMI inhibitors, high substrate, primary screen, biochemical, fluorescence intensity, high mannose 6-phosphate (AID 1220) | recombinant PMI enzyme, coupled fluorescence intensity; higher % means a stronger effect | inhibition, % at 20 µM; hits with a dose series show IC50 in µM | hit rate 0.66% among 190,000
CSM14.1 death rescue: protection against thapsigargin-triggered cell killing – 384-well, CSM14.1, ATP luminescence, primary screen (AID 1222). cellular ATP content (survival), % at 20 µM; hits with a dose series show EC50 in µM. 190,000 tested, under 10 active. CSM14.1 thapsigargin-induced death rescue, ATP luminescence; higher % means a stronger effect;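 active = EC50 below 50 µM in the dose-response confirmation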;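 note: death triggered by thapsigargin at about 15 µM added after 2 h compound pretreatment; cell ATP read after overnight thapsigargin exposure of roughly 18 to 22 hours; normalized against plate controls of thapsigargin alone and 5% DMSO vehicle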
UTI89 phage lysis: protection from phage-mediated lysis, alamar blue read-out – E. coli UTI89, K1F phage, bacterial capsule biogenesis inhibitors (AID 488966); E. coli UTI89 K1F phage lysis, alamar blue, 2 h; higher % means a stronger effect; one-dose inhibition, % at 100 µM; IC50 in µM for titrated hits; hit rate 0.02% among 340,000;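 active = phage lysis inhibition, versus mean bacterial control, above a set limit; inconclusive = no clear call, values can overlap the other calls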;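 note: capsule biogenesis inhibitors block K1F phage lysis so surviving cells raise fluorescence; higher fluorescence means more inhibition of phage lysis; actives were called in the ten point dose series up to 300 µM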
WT yeast gro inh: growth inhibition of WT yeast, mitochondrial fusion screen; mitochondrial fusion phenotypic screen, WT strain; hit rate 2.1% among 190,000; inhibition, % at 10 µM; in the data active = inhibition above about 58%; tested in S. cerevisiae
Myeloid diff 2: promotes myeloid progenitor differentiation. hit rate 1% among 360,000. AID 624256. calls only at 10 µM. ER-HoxA9 myeloid progenitors, lysozyme-GFP differentiation, flow cytometry;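 active = normalized GFP-positive differentiation at or above the plate's own cutoff, the solvent-only control mean plus 3 SD; inconclusive = no clear call, values can overlap the other calls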;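 note: cells exposed to compound for four days before flow analysis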
TNAP activation fold: human TNAP enzyme activators, primary screen, biochemical, luminescent, no phosphate acceptor, uHTS (AID 1001); purified TNAP, luminescent activation assay, no phosphate acceptor; higher activation fold means a stronger effect; hit rate 0.03% among 200,000; one-dose activation fold at 20 µM; EC50 in µM for titrated hits; in the data active = activation fold from about 3, or a potency from the dose series; inactive = the rest, 99 in 100 with activation fold below about 1.6; note: many of its hits are not listed in these tables
M1AAP inhibition: P. falciparum M1AAP inhibitors, biochemical, fluorogenic H-Leu-NHMec substrate, 1536-well (AID 1445); inhibition, % at 30 µM; hits with a dose series show IC50 in µM; hit rate 0.42% among 220,000; recombinant M1AAP, H-Leu-NHMec fluorogenic kinetic assay; higher % means a stronger effect;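 active = primary inhibition above the hit cutoff, then over 50% inhibition at one or more dose response concentrations, cut at about 23% in these data, passing the limit was not always enough; inconclusive = conflicting primary data, or primary hits not chosen for dose response; inactive = low primary inhibition, or under 50% at every dose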;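 note: plate controls were DMSO full reaction for no effect and no enzyme background for full effect; strong numbers were not always called active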
PMI inhibitors: MPI enzyme activity inhibition – biochemical, fluorescence intensity, coupled assay, primary screen (AID 1209). inhibition, % at 20 µM; hits with a dose series show IC50 in µM. purified PMI enzyme, coupled fluorescence intensity; higher % means a stronger effect. hit rate 0.42% among 190,000;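 note: plate controls were DMSO vehicle for no effect and wells lacking substrate for full effect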
Hep lipid drop: hepatic lipid droplet formation modulation | inhibition, % at 6.5 µM | hit rate 0.4% among 240,000 | AID 1656 | AML12 mouse hepatocytes, oleate lipid droplets, BODIPY imaging;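 active = lipid droplet intensity inhibited by at least 50%, with more than 500 cells counted; inconclusive = wells with under 300 cells, treated as cytotoxic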
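Material: mouse AML12 hepatocyte cell line, fixed after treatment; Timing: compound with oleate, overnight; Technique: high-content imaging of BODIPY-stained droplets and DAPI nuclei; Probe or stimulus: oleate, 100 µM final; Dosing: compound at 6.5 µM only.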
WT yeast gro inh mutant strain: second read-out of WT yeast gro inh, no call of its own (marks repeat the call); inhibition, %; mitochondrial fusion phenotypic screen, mutant strain inhibition
Hep lipid drop cells 6.5 µM: second read-out of Hep lipid drop, no call of its own (marks repeat the call); cell count; measured here: cell count, cytotoxicity flag;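 cells counted across two imaged fields per well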
Myeloid diff 2 GFP+ MAC1+ %: recorded beside Myeloid diff 2, whose call it bears; GFP+ MAC1+ double positive, %; measured here: differentiation confirmed by MAC1 staining
* marks the source's active call; other numbers are inactive results; i = inactive; ? = inconclusive; / = no result given; [ ] = another dose, or the depositor's remark. Cut-off read from the data, not from the text of the source, unless noted: active = inhibition above about 50%; inactive = the rest.

SMILES	human PMI inhibitors	CSM14.1 death rescue	UTI89 phage lysis	WT yeast gro inh	WT yeast gro inh mutant strain	Myeloid diff 2	Myeloid diff 2 GFP+ MAC1+ %	TNAP activation fold	M1AAP inhibition	PMI inhibitors	Hep lipid drop	Hep lipid drop cells 6.5 µM
O=C(NC(=S)Nc1ccccc1N1CCCCC1)c1ccc(-c2cccc([N+](=O)[O-])c2)o1	-7.1%	-1.6%	0.1%	1.2	-10.0	i	0.7	1	-1.4%	-1.7%	-0.8	840
COc1ccc(OC)c(Nc2nnc(C)c(=O)[nH]2)c1	4.2%	-0.9%	/	-10.7	13.7	/	/	1.1	7.5%	-0.1%	-5.8	716
CCOC(=O)c1cc2sccc2n1CC(=O)OC(C)C	4.3%	1.3%	2.5%	2.8	-13.2	i	2.6	1.1	4.8%	4.4%	/	/
COCCn1c(CN(C)Cc2ccccc2)nc2c1c(=O)n(C)c(=O)n2C	8.4%	-0.7%	2.2%	10.9	8.9	i	2.7	1.2	3.3%	5.0%	/	/
CC(C)(C)SCCNC(=O)CN(c1ccc(F)cc1)S(=O)(=O)c1ccccc1	3.5%	-0.8%	-2.5%	3.4	-7.9	i	0.0	1.1	-0.8%	12.8%	-9.3	732
Nc1c2c3c(sc2nc(=O)n1N)CCCC3	-8.9%	0.8%	-0.7%	-17.0	3.4	i	0.3	1.2	4.4%	0.3%	15.9	716
CCCCCC(=O)NC(=S)NNC(=O)CC	15.3%	5.3%	0.3%	4.9	0.5	i	7.0	1.2	-11.4%	23.3%	8.4	799
O=C(CCS(=O)(=O)c1ccc(Br)cc1)Nc1ccc(Cl)cc1F	-2.6%	-2.8%	5.3%	4.9	7.6	i	0.7	1.1	6.6%	-3.3%	-16.5	584
CCC1(CC)NC(=O)N(CC(=O)Nc2sc3c(c2C(N)=O)CCC3)C1=O	20.3%	0.9%	1.6%	-8.9	4.8	i	1.3	1	6.6%	31.2%	-4.8	690
CC(=O)Nc1cccc(NS(=O)(=O)c2ccccc2[N+](=O)[O-])c1	2.6%	-1.6%	3.0%	6.5	5.4	/	/	1.1	-4.1%	2.5%	10.5	626
Cc1ccc(N(CC(=O)N/N=C/c2cc(C)n(-c3ccccc3)c2C)S(C)(=O)=O)c(C)c1	5.0%	4.2%	0.3%	13.5	12.5	i	0.7	1.1	9.1%	23.4%	0.4	745
CCN1CCN(c2ncc(C(=O)Nc3c(F)cc(F)cc3Br)c3ccccc23)CC1	11.7%	/	0.8%	0.3	16.0	i	1.0	1	2.4%	13.3%	-4.0	678
CCN(C(=O)CSc1nnnn1-c1ccccc1)C1CCS(=O)(=O)C1 (stereo unspecified)	-4.9%	-3.2%	3.5%	12.2	12.1	i	0.4	1	-1.6%	-6.1%	12.7	665
N#C/C(=N/Nc1ccc(OC(F)(F)F)cc1)C(N)=S	/	/	0.0%	/	/	i	0.0	/	21.1%	/	-20.5	706
CCN(CCCNC(=O)COc1cc(=O)n(C)c2ccccc12)c1ccccc1	-2.2%	0.7%	-0.5%	-9.5	-4.9	i	0.5	1	18.4%	4.2%	/	/
COc1cccc(/C=N/NC(=O)CNC(=O)C2COc3ccccc3O2)c1O (stereo unspecified)	-22.4%	-1.2%	-0.4%	-4.0	-7.3	i	0.1	2.4	7.7%	-11.4%	-58.1	370
Cc1cccc(NC(=O)COC(=O)CNC(=O)C2CCCCC2)c1	5.3%	-1.0%	1.3%	0.8	-1.5	i	0.7	1.1	14.7%	-4.5%	-43.5	767
CCOC(=O)c1ccccc1OCc1cc(/C=N/n2cnnc2)ccc1OC	0.5%	-0.3%	0.1%	-17.1	-21.5	i	0.9	1	1.7%	2.9%	/	/
COc1ccc(C(=O)NNC(=O)CN2CCC(n3nnc4cc(F)ccc43)CC2)cc1	-9.7%	-2.3%	1.9%[50 µM]	-12.2	1.1	i	1.4	2.2	14.8%	1.1%	24.0	763
CCCn1c(C(O)c2ccc(OC)cc2)nc2ccccc21 (stereo unspecified)	1.6%	-2.4%	-0.6%	1.4	1.4	i	1.1	1.1	-1.3%	2.2%	-11.1	764
O=C(NCc1ccccn1)Nc1ccccc1	/	2.3%	0.1%	-2.5	5.2	i	0.6	1.1	8.5%	/	5.9	677
CC(=O)Nc1ccc(N(C(=O)Cn2nnc3ccccc32)C(C(=O)NC2CCCC2)c2ccc(O)c(O)c2)cc1 (stereo unspecified)	27.2%	0.6%	-0.2%	-1.3	2.0	i	0.2	0.8	3.8%	61.2%*	3.8	747
COc1ccc(-c2nnc(SCC(=O)Nc3sc4c(c3C#N)CCCC4)n2-c2ccccc2)cc1	3.4%	-0.4%	5.8%	-23.4	-40.7	i	1.9	1.1	2.0%	0.3%	-21.6	711
Cc1ccccc1-n1c(-c2ccc(=O)[nH]n2)n[nH]c1=S	-5.2%	-0.3%	-0.1%	10.1	2.6	i	0.6	1.1	/	-3.2%	3.4	723
O=C(Cc1c(F)c(F)c(F)c(F)c1F)OC12CC3CC(C1)C(=O)C(C3)C2	-6.2%	-1.6%	-2.4%	-0.8	10.7	i	2.9	1.1	3.0%	-2.5%	/	/
The listing continues.
SMILES	human PMI inhibitors	CSM14.1 death rescue	UTI89 phage lysis	WT yeast gro inh	WT yeast gro inh mutant strain	Myeloid diff 2	Myeloid diff 2 GFP+ MAC1+ %	TNAP activation fold	M1AAP inhibition	PMI inhibitors	Hep lipid drop	Hep lipid drop cells 6.5 µM
O=C(Cc1ccc(Br)cc1)Nc1nc2ccccc2[nH]1	/	/	0.4%	/	/	i	0.9	/	8.3%	/	-9.0	664
N#CCCN(CCC#N)S(=O)(=O)c1ccc(C(=O)Nc2nc(-c3ccccc3)c(C(=O)c3ccccc3)s2)cc1	/	/	0.0%	/	/	i	0.2	/	9.7%	/	13.4	686
Nn1c(SCC(=O)Nc2ccc(F)cc2)nnc1-c1ccccn1	0.1%	-2.4%	0.6%	13.4	-1.7	i	0.8	1	6.4%	-4.4%	/	/
CC1(C)CN(c2ccc(Br)cc2Br)C1=O	0.1%	0.4%	-0.9%	-0.9	-4.1	i	0.2	1.1	-18.1%	-6.0%	7.6	686
Cc1cc(C)n(-c2ncnc3c2oc2ccccc23)n1	-0.8%	-1.2%	0.1%	19.6	-3.2	/	/	1.2	-10.3%	-5.2%	/	/
CC(C)C(=O)NC(=S)Nc1ccc(S(=O)(=O)Nc2ccccc2)cc1	1.7%	-0.5%	-4.2%	30.4	5.8	i	0.6	1	1.4%	13.2%	-9.0	645
O=C(N/N=C/c1ccc(OCCCF)cc1)c1cc(OCC(F)(F)F)ccc1OCC(F)(F)F	7.1%	-0.7%	3.4%[50 µM]	19.2	2.4	i	0.3	1.1	-0.6%	2.5%	/	/
COc1ccc(OC)c(/C=N/NC(=O)c2cc3c(OC)cccc3[nH]2)c1	/	/	-3.8%	/	/	i	0.2	/	5.2%	/	-10.0	658
COCCNC(=O)c1cc(Br)ccc1Cl	-1.4%	-1.3%	3.7%	5.5	-13.1	i	1.4	1.1	-3.2%	1.0%	16.6	705
Cc1ccc2c(COC(=O)c3n[nH]c4ccccc34)cc(=O)oc2c1	3.2%	-1.0%	0.3%	8.3	15.1	i	0.7	1	17.7%	2.0%	/	/
Cc1cc(C)cc(NC(=O)CSc2nc3c(c(=O)[nH]2)CN(Cc2ccc(F)cc2)CC3)c1	-1.9%	0.1%	1.6%[50 µM]	9.1	0.9	i	0.6	1.1	4.5%	0.6%	0.3	664
Nc1nc(SCc2ccc(Cl)cc2Cl)nc2nc3c(cc12)CCCC3	-11.7%	-2.5%	0.4%[50 µM]	22.6	23.5	i	0.1	1	13.0%	-9.3%	-29.3	652
CC(C)Cn1c(-c2cccs2)nc2nc3ccccc3nc21	-0.7%	2.3%	-0.6%	1.0	-36.7	i	1.4	1	33.8%	2.3%	0.3	747
O=C1C=C(NCc2ccc(Cl)c(Cl)c2)C2(CCCCC2)O1	-0.3%	-0.8%	11.1%	10.7	12.6	i	0.7	1.2	-2.0%	-1.1%	/	/
COC(Cc1nnc(SC)n1-c1ccccc1)OC	8.1%	-0.9%	-0.3%	-5.7	13.7	i	1.0	1.1	-4.4%	11.5%	/	/
O=C(CSc1ncc(-c2ccc(F)cc2)[nH]1)N1CCCCC1	1.4%	-2.9%	0.4%[50 µM]	8.1	-5.7	i	9.6	1.1	1.4%	8.4%	-3.5	656
Cc1cccc(OCC(=O)N2CCC(N3CCCCCC3)CC2)c1	-11.4%	-2.6%	0.0%	-7.4	1.3	i	0.4	1	3.9%	-11.2%	/	/
CCOC(=O)c1c(NCc2ccccc2)n[nH]c1C	11.6%	-0.4%	2.2%[50 µM]	3.4	-9.5	i	0.3	1.1	2.8%	13.3%	3.1	746
Cn1cc(/C(Cc2ccccc2)=N\O)c2ccccc21	-0.3%	-1.5%	-0.2%	-20.0	28.1	i	0.8	1.1	-0.9%	2.4%	/	/
Cc1ccc(NC(=O)c2nc3nccc(C)n3n2)c(C)c1	-2.1%	-2.9%	0.7%	-26.5	0.6	i	0.0	1	2.0%	-5.8%	9.6	701
Nc1ccc2nc(CCCCCCCCc3nc4ccc(N)cc4[nH]3)[nH]c2c1	42.2%	-2.7%	0.7%	8.4	19.8	i	0.1	1.5	-3.5%	14.2%	1.6	657
Cc1ccc(CN2CCNC(=O)C2CC(=O)O)cc1 (stereo unspecified)	-27.2%	-3.1%	-0.5%	-2.1	3.5	i	1.9	1	2.6%	-18.8%	6.6	644
O=C(CCCN1C(=O)c2cccc3cccc(c23)C1=O)NCc1cccs1	0.9%	-1.0%	0.1%	4.8	5.9	i	0.8	1.1	0.8%	-8.5%	3.6	635
CC(C)OC(=O)c1cccc(C(=O)Oc2ccccc2)n1	-0.8%	0.1%	0.3%	0.3	3.4	i	6.5	1.2	5.5%	-3.1%	/	/
CCc1cc2c(=O)n(Cc3ccco3)c(SCc3c(C)noc3C)nc2s1	2.7%	/	-0.3%	31.9	-19.0	?	/	1.1	11.5%	12.3%	-26.2	707
NC(=O)C1(N2CCCCC2)CCN(CC(=O)Nc2ccccc2-c2ccccc2)CC1	0.9%	1.9%	2.7%	14.9	9.2	i	6.8	1	0.5%	7.7%	-2.8	752
NC(=O)C1CCN(C2=C(NS(=O)(=O)c3ccccc3)C(=O)c3ccccc3C2=O)CC1	/	/	-0.2%	/	/	i	0.2	/	10.0%	/	5.1	724
CN(C)S(=O)(=O)c1cccc(NC(=S)N(CCC#N)Cc2cccnc2)c1	13.3%	0.9%	0.7%	2.4	-1.9	i	0.4	1.1	1.1%	7.9%	16.5	671

Screening results deposited in PubChem BioAssay by several laboratories.
